TAAR1 antag: human TAAR1 antagonism; 360,000 compounds, 1.5% hits; CHO RD-HGA16 TAAR1, Fluo-8 calcium fluorescence, antagonist; inhibition, % at 3 µM; Q96RJ0;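 active = inhibition above a per-plate cutoff, the mean inhibition of test compounds on that plate plus 3 SD, cut at about 49% in these data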;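 also: 0% = DMSO plus EC80 beta-PEA response and 100% = DMSO alone without agonist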
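Assay system: RD-HGA16 CHO cells with stable hTAAR1 and Gα16 / Reagent: EC80 β-phenethylamine stimulus / Doses: 3 µM, single point / Timing: dye loading 75 min at 37 °C, then 30 min room temperature / Measured by: Fluo-8 intracellular calcium dye fluorescence, real-time kinetic reads / Controls: vehicle wells and EC80 agonist wells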
TAAR1 agonist: human TAAR1 agonism; activation, % at 3 µM; CHO RD-HGA16 TAAR1, Fluo-8 calcium fluorescence; vehicle wells 0%, saturating PEA agonist 100%; AID 624467; 360,000 compounds, 0.99% hits;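 active = activation above the mean activation of all test compounds in the run plus 3 SD, cut at about 38% in these data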
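test system = CHO RD-HGA16 cells carrying human TAAR1 plus Gα16 | schedule = 17-24 h seeding, 75 min 37 °C dye, 30 min RT | compound dosing = 3 µM single concentration | control set = DMSO and PEA EC100 | replicates = n 1 | signal = Fluo-8 fluorescence, 5 s baseline then 140 s kinetic read | measure = percent activation vs PEA EC100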
CHO parental Ca: signal in parental CHO cells, OX1R antagonist counter-screen; parental CHO-K1, ATP-induced calcium, Fluo-8 fluorescence; 330,000 compounds, 0.63% hits; AID 463079; inhibition, % at 5.6 µM;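 active = inhibition above that plate's mean sample inhibition plus 3 SD, cut at about 26% in these data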;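 also: 0% = ATP-challenged DMSO wells and 100% = DMSO wells without ATP; some compounds past the cut are filed as inactive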
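Test system: untransfected parental CHO cell line. Compound: one dose, 5.6 µM nominal. Detection: intracellular calcium via Fluo-8 no-wash fluorescent dye. Measure: % inhibition. Benchmarks: ATP-challenged DMSO wells low, unchallenged DMSO wells high.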
OXTR ag: human OXTR agonism. CHO-OTR cells, Fluo-8 calcium fluorescence; normalized: DMSO 0%, oxytocin 100%. activation, % at 3 µM. 320,000 compounds, 0.32% hits. AID 2435;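 active = activation above the mean of all tested compounds plus 3 SD, cutoff set per screening run, cut at about 20% in these data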;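 also: peak over basal fluorescence ratio from a 100 s FLIPR kinetic read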
Target sequence (P30559 whole entry, looked up): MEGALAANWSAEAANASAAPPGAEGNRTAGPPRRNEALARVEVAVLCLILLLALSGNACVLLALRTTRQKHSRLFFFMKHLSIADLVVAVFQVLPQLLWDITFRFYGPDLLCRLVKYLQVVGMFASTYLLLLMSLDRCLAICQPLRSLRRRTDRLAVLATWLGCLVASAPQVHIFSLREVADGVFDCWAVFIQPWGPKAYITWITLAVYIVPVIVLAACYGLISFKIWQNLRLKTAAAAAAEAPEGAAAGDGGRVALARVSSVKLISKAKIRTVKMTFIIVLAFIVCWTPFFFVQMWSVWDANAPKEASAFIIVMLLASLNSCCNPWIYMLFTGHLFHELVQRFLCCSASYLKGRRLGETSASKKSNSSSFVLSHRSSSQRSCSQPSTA
M1 PAM: human CHRM1 positive allosteric modulation; CHO-K1 hM1, Fluo-8 calcium fluorescence, ACh EC20; 0% = ACh EC20, 100% = maximal ACh; activation, % at 3 µM; 360,000 compounds, 0.088% hits; AID 588819; in the data active = activation above about 19%, passing the limit was not always enough
OXTR potentiate: human OXTR potentiation | P30559 | CHO-OTR cells, Fluo-8 calcium fluorescence, potentiator mode; 0% = oxytocin EC15, 100% = EC100 | activation, % at 3 µM | 320,000 compounds, 0.061% hits;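 active = activation above that plate's cutoff, the mean activation of tested compounds plus 3 SD, cut at about 6.6% in these data, passing the limit was not always enough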;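 also: 100% uses oxytocin at 75 nM as the full agonist control; some results filed as inactive read as strong as hits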
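assay system = CHO-OTR cells, human receptor | schedule = compound 6 min at room temperature before oxytocin, 100 s read | detection = Fluo-8 intracellular calcium fluorescence, ex 470-495, em 515-575 nm | evaluation = normalized max/min fluorescence ratio, % activation | control set = EC15 oxytocin alone as 0%, 75 nM oxytocin (EC100) as 100%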
V1R ag counter: counter-screen for oxytocin receptor agonists: human V1a receptor agonists; P37288; CHO-V1R cells, Fluo-8 calcium fluorescence, agonist mode; 0% DMSO, 100% 3 nM vasopressin; activation, % at 3 µM; 320,000 compounds, 0.25% hits;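 active = activation above the mean activation of all tested compounds plus 3 SD, per screening run, cut at about 20% in these data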;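 also: signal is peak over basal fluorescence ratio across a 100 second FLIPR read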
Target sequence (P37288 whole entry, looked up): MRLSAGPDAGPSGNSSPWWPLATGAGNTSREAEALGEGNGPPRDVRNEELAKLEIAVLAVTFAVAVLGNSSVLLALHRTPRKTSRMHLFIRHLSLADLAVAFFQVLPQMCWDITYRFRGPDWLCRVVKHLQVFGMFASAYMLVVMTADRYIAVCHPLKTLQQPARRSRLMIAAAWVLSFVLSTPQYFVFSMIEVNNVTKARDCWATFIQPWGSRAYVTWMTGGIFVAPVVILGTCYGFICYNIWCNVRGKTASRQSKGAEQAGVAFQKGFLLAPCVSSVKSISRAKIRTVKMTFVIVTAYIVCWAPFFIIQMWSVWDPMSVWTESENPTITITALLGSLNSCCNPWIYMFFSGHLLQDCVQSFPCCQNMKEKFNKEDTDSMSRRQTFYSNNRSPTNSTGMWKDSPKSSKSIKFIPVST
M1 antag: antagonists of human M1 muscarinic receptor; CHO-K1 hM1, Fluo-8 calcium fluorescence, ACh EC80 antagonist; inhibition, % at 3 µM; 360,000 compounds, 1.3% hits; AID 588852;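 active = percent inhibition above its own plate's cutoff, namely the mean of that plate's compound wells plus 3 SD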;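 also: peak over basal fluorescence ratio during 140 s after agonist addition; 0% = ACh EC80 plus DMSO and 100% = DMSO alone without agonist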
CHRM1 agonist: human M1 muscarinic receptor agonism. P11229. CHO-K1 hM1, Fluo-8 calcium fluorescence, agonist mode; 0% DMSO, 100% acetylcholine EC100. activation, % at 3 µM. 360,000 compounds, 0.33% hits;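 active = activation above the run's mean compound activation plus 3 SD, cut at about 16% in these data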;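 also: peak over basal fluorescence ratio within a 140 s kinetic read after compound addition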
An asterisk follows results filed as active; . = no result given.

SMILES	TAAR1 antag	TAAR1 agonist	CHO parental Ca	OXTR ag	M1 PAM	OXTR potentiate	V1R ag counter	M1 antag	CHRM1 agonist
CCc1cc(=O)oc2cc(C)cc(OCC(=O)NCc3ccncc3)c12	1	1	-5	-1.3	0	-11	-0.3	5	-2
Cc1cc2c(=O)n(C)c(SCC(=O)Nc3ccccc3)nc2s1	-8	5	3	1.9	-2	-3	1.8	2	-6
Cc1ccc(S(=O)(=O)Oc2ccccc2)cc1	-2	-3	.	.	0	.	.	-10	-7
O=C(NCCO)c1c(-c2ccc3c(c2)OCO3)noc1-c1ccsc1	-10	0	.	.	-5	.	.	8	-3
CC(C(=O)Nc1ccc([N+](=O)[O-])cc1)N1CCN(C/C=C/c2ccccc2)CC1 (configuration not stated)	13	7	-13	6.0	3	-14	8.8	-2	-1
COc1ccc(-c2cc(C(=O)NCC3CCCO3)on2)cc1OC (configuration not stated)	-21	1	-5	0.0	8	-8	0.6	-14	0
CC12CCC(=O)N1C(C(=O)NCCc1ccc(F)cc1)CS2 (configuration not stated)	-4	5	2	0.4	5	1	0.7	-6	-3
CC1CC(NC2=NCCS2)CC(C)(C)C1 (configuration not stated)	-6	2	-17	0.8	3	-8	-0.3	-8	-8
CC1CCCN(C(=O)COc2ccc3c(c2)OCO3)C1 (configuration not stated)	-3	6	-8	-0.7	10	-8	0.0	-12	-4
Cn1nnnc1SCC(=O)Nc1nc2c(F)c(F)c(F)cc2s1	-5	2	-2	6.7	10	4	4.6	-5	2
CS(=O)(=O)c1ccc(C(=O)Nc2ccccc2N2CCOCC2)c(Cl)c1	1	2	-5	-0.5	4	-7	3.1	0	-6
Cc1cc(Cl)c(S(=O)(=O)NCCC(=O)O)cc1OCC(N)=O	-1	5	-4	1.9	6	7	0.0	-5	-5
O=C(CSc1ccc(-c2ccccn2)nn1)Nc1ccccc1	-18	1	-2	0.6	3	-3	2.4	-2	-2
CCN(C(=O)CN1C(=O)c2ccc([N+](=O)[O-])cc2C1=O)C1CCS(=O)(=O)C1 (configuration not stated)	5	2	6	0.3	-6	-7	0.3	11	-6
CCN(CC)S(=O)(=O)c1cc([N+](=O)[O-])ccc1NNC(=O)Nc1ccc(Cl)c(Cl)c1	21	24	38*	10	-1	-18	11	8	1

The list goes on; it opens with the 2 that closed the last part.
SMILES	TAAR1 antag	TAAR1 agonist	CHO parental Ca	OXTR ag	M1 PAM	OXTR potentiate	V1R ag counter	M1 antag	CHRM1 agonist
CCN(C(=O)CN1C(=O)c2ccc([N+](=O)[O-])cc2C1=O)C1CCS(=O)(=O)C1 (configuration not stated)	5	2	6	0.3	-6	-7	0.3	11	-6
CCN(CC)S(=O)(=O)c1cc([N+](=O)[O-])ccc1NNC(=O)Nc1ccc(Cl)c(Cl)c1	21	24	38*	10	-1	-18	11	8	1
C=C(C)CSc1nc2c(cc1C#N)CCC2	8	11	-16	-2.8	7	-7	-1.4	-11	0
CCCCSc1nc(O)c(C2OC(=O)c3c2ccc(OC)c3OC)c(=O)n1-c1ccccc1 (configuration not stated)	3	1	-3	0.1	2	-26	-0.3	4	-4
COC(C[C@H](O)C[C@@H](O)[C@@H](C)OCc1ccccc1)OC	5	11	.	.	0	.	.	4	-4
O=C(Nc1cccnc1)c1ccc(COc2ccccc2Cl)o1	14	7	-6	1.3	-4	-1	1.9	4	-2
CCCN1CCN(c2nc3c([nH]2)c(=N)ncn3CC(O)CO)CC1 (configuration not stated)	0	7	-8	1.4	-3	5	1.0	-23	-5
CN(C)CC(=O)c1ccc(-c2ccccc2)cc1	-9	3	0	2.3	2	-2	0.6	-6	-4
CCSc1nnc(NC(=O)CSC2=NCCS2)s1	-27	5	1	-1.2	7	-1	-0.3	-5	-2
Cc1cc(C)nc(NS(=O)(=O)c2ccc(-n3cccc3)cc2)n1	-21	0	-1	0.0	6	-12	0.4	-4	-3
COCCOC(=O)c1[nH]c2c(c1C)C(=O)CC(c1cccs1)C2 (configuration not stated)	6	0	.	.	1	.	.	-4	-1
CC(C)(C)NC(=O)CN(Cc1ccc2c(c1)OCO2)C(=O)CNC(=O)c1cccs1	.	.	-12	-0.8	.	-11	-0.8	.	.
CN(C)c1ccc(/C=C(/NC(=O)c2ccccc2)C(=O)NCCCn2ccnc2)cc1	.	.	1	4.7	0	-5	7.9	13	1
COC(=O)C1Cc2ccccc2CN1C(=O)CCl (configuration not stated)	-2	1	-8	1.3	3	4	1.5	4	-2
NS(=O)(=O)c1cccc(NC(=O)CSc2ccccn2)c1	7	2	-7	0.7	4	-4	0.5	-9	-1
COc1cc2c(cc1OC)/C(=C/C(=O)c1ccc(NC(C)=O)cc1)NCC2	12	3	13	-0.3	4	-12	-0.8	-10	-3
Cc1ccc(NC(=O)c2cc(=O)c3ccccc3o2)cc1S(=O)(=O)N1CCCCC1	48	9	-20	0.6	-2	-22	2.2	5	-5

The closing four compounds of the part before open the next one.
SMILES	TAAR1 antag	TAAR1 agonist	CHO parental Ca	OXTR ag	M1 PAM	OXTR potentiate	V1R ag counter	M1 antag	CHRM1 agonist
COC(=O)C1Cc2ccccc2CN1C(=O)CCl (configuration not stated)	-2	1	-8	1.3	3	4	1.5	4	-2
NS(=O)(=O)c1cccc(NC(=O)CSc2ccccn2)c1	7	2	-7	0.7	4	-4	0.5	-9	-1
COc1cc2c(cc1OC)/C(=C/C(=O)c1ccc(NC(C)=O)cc1)NCC2	12	3	13	-0.3	4	-12	-0.8	-10	-3
Cc1ccc(NC(=O)c2cc(=O)c3ccccc3o2)cc1S(=O)(=O)N1CCCCC1	48	9	-20	0.6	-2	-22	2.2	5	-5
COc1ccccc1N1CCN(S(C)(=O)=O)CC1	7	5	-6	-0.6	-1	1	-0.1	-14	-1
CC(=O)N1CCN(C(=O)c2cccc(S(=O)(=O)N3CCOCC3)c2)CC1	-21	8	.	.	3	.	.	-7	-2
CCc1ccn2cc(-c3ccc4c(c3)OCO4)nc2c1	-15	2	-20	-2.8	7	-8	-1.7	-17	-8
Cc1ccc(NC(=O)CN(C)C(=O)CSc2nnnn2C)cc1	-1	-2	0	0.0	6	2	0.5	-8	-1
CC(=O)c1ccc(S(=O)(=O)N2CCN(C(=O)c3ccccc3Cc3ccccc3)CC2)cc1	13	2	-18	-1.4	-7	-7	-0.9	8	-4
CC(C)(C)C(=O)Nc1sc2c(c1C(=O)Nc1ccccn1)CCCC2	-21	2	-15	0.0	-1	-1	0.7	13	0
COc1ccc(NC(=O)/C(C#N)=C/c2cccnc2)c(OC)c1	-8	0	.	.	12	.	.	-14	0
Cc1cccc(S(=O)(=O)NC(=O)C2(C)CCN2C(=O)C2(c3ccc(Cl)cc3)CCC2)c1 (configuration not stated)	7	1	.	.	12	.	.	-19	0
CC(C)c1ccc(NC(=O)Nc2nnc([C@@H]3C[C@H](O)[C@@H](CO)O3)s2)cc1	-7	2	.	.	1	.	.	-6	-1
N#CC1=C2SCN(c3ccccc3)CN2C(=O)CC1c1c(Cl)cccc1Cl (configuration not stated)	-6	2	-4	0.3	-1	1	0.5	1	-4
COc1ccccc1N/N=C(\C#N)C(=N)N1CCOCC1	-11	7	-16	1.2	11	0	1.5	-16	-1
O=[N+]([O-])c1ccc(Sc2nc3ccccc3o2)c([N+](=O)[O-])c1	16	6	15	-0.8	2	-3	-0.9	-5	-4
NC(=O)c1ccc(NC(=O)COc2ccc([N+](=O)[O-])cc2Cl)cc1	-8	2	-11	0.2	-1	-3	0.3	1	0
CCOC(=O)N1CCN(S(=O)(=O)c2ccc(OCC)c3ccccc23)CC1	38	30	2	9.3	-7	-22	6.5	-8	10
Nc1nc2ccccc2n1C(=O)c1ccco1	-10	7	.	.	-1	.	.	4	-4
COc1cccc(/C=C/C(=O)OCC(=O)NC2CC2)c1	10	9	-7	1.6	2	-2	1.6	-1	-2
COC(=O)CNc1nc(-c2ccccc2F)nc2ccccc12	12	1	-7	0.8	2	-16	3.3	1	0
CSc1ccc(S(=O)(=O)NCC(=O)OCC(=O)N(C)Cc2ccccc2)cc1[N+](=O)[O-]	12	4	-9	4.3	-2	-17	5.8	0	-4
c1cc2c3c(cccc3c1)NC1(CCCCCC1)N2	2	-1	-13	-0.2	5	-8	0.8	-10	0
O=C(NCc1ccccc1)C(=O)Nc1nccs1	-24	2	-2	0.1	11	-3	1.4	1	-2
COc1ccc(CNC(=O)C/C(C)=N/NC(=O)c2cc(OC)cc(OC)c2)cc1	.	.	-10	0.8	.	-9	0.3	.	.

A draw from above in order of heavy-atom count, lowest first.
SMILES	TAAR1 antag	TAAR1 agonist	CHO parental Ca	OXTR ag	M1 PAM	OXTR potentiate	V1R ag counter	M1 antag	CHRM1 agonist
CN(C)CC(=O)c1ccc(-c2ccccc2)cc1	-9	3	0	2.3	2	-2	0.6	-6	-4
COc1ccccc1N/N=C(\C#N)C(=N)N1CCOCC1	-11	7	-16	1.2	11	0	1.5	-16	-1
Cc1cc(C)nc(NS(=O)(=O)c2ccc(-n3cccc3)cc2)n1	-21	0	-1	0.0	6	-12	0.4	-4	-3

Assay outcomes (PubChem)
